From PubChem
Salmonella PhoP GFP – PhoP-dependent GFP reporter repression – Salmonella Typhimurium, primary screen (AID 1863) | S. Typhimurium PhoP-regulated promoter GFP reporter, 4 h; higher % means a stronger effect | one-dose inhibition, % at 50 µM; IC50 in µM for titrated hits | hit rate 0.16% among 300,000;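 active means inhibition over 29.93%, a cutoff 3 SD above the screen mean, later confirmed by dose response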;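 further: 0% = low Mg2+ inducing control and 100% = high Mg2+ repressing control; strong numbers were not always called active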
MT stabilize HCS – microtubule stabilization, imaging screen; hit rate 0.83% among 200,000; HeLa tubulin immunostaining HCS, 24 h; share of cells brighter than vehicle mean+2SD; AID 2205; % tubulin-high responders, % at 10 µM;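 active means plate Z-score above 3 for both tubulin-high and condensed-nucleus cell shares, with cell loss under 80%, at 10 µM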;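 further: anti alpha tubulin signal scored within the nucleus-defined area of each cell; some results filed as inactive read as strong as hits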
Hep lipid drop – hepatic lipid droplet formation modulation; AML12 mouse hepatocytes, oleate lipid droplets, BODIPY imaging; inhibition, % at 6.5 µM; hit rate 0.4% among 240,000;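 active means lipid droplet intensity inhibited by at least 50%, with more than 500 cells counted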
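Material – mouse AML12 hepatocyte cell line, fixed after treatment · Compound dosing – one dose, 6.5 µM compound · Times – compound with oleate, overnight · Measured by – Image-based BODIPY and DAPI two-channel analysis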
bCat nuc transl – beta-catenin nuclear translocation modulation; HeLa beta-catenin nuclear translocation, immunofluorescence imaging; nuclear translocation activity, % at 5 µM; hit rate 0.3% among 190,000;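 active means nuclear translocation activity above 50% at 5 µM, with a well cell count of 50 or more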;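 further: per-cell ratio of nuclear to cytoplasmic median beta-catenin stain intensity; plate controls were DMSO negative control for no effect and GSK-3 inhibitor IX positive control for full effect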
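Test system: human HeLa cells, endogenous beta-catenin. Times: 24 h compound exposure, 37°C. Measured by: beta-catenin immunofluorescence imaging with DAPI.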
T cell modulator – T cell immune modulators affecting CD8 T cell-vesicle binding | 2C CD8+ T cell-vesicle binding, flow cytometry; hits give low values | calls only at 7 µM | AID 2052 | hit rate 0.068% among 330,000;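 active means response, share of CD8 T cells binding vesicles, and their 90th percentile fluorescence all below set limits, cut at about 80% in these data, passing the limit was not always enough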
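Incubation: binding step 1.5 h, 37 °C, antibody labelling 20 min, ice; system: murine 2C transgenic CD8+ T lymphocytes; technique: cytometric PE anti-B7-1 and Alexa647 anti-CD8 signals after 1% paraformaldehyde fixation; also added: QL9-charged Drosophila Ld/ICAM-1/B7-1 vesicles; control set: naked versus QL9-loaded vesicles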
Dynein transport – dynein cargo transport inhibition; 3617.4 mouse cells, GR-EGFP nuclear translocation imaging; test concentration mostly 20 µM; stimulated with dexamethasone, 1 µM; hits give low values; z-score, hits read low; hit rate 0.47% among 220,000; AID 1381;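 active means plate z-score of nuclear minus cytoplasmic receptor signal below a set negative limit, without overly bright fluorescence or cell loss, cut at about -3.5 in these data, passing the limit was not always enough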;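 further: z-score of nuclear minus cytoplasmic ring GR-EGFP intensity difference per well; some compounds called inactive have numbers as strong as hits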
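Medium: Induction medium lacking tetracycline, stripped serum | Probe or stimulus: 1.0 µM final dexamethasone stimulus | Schedule: 48 h induction, then 1 h compound, then 30 min agonist, 37 °C | Signal: Automated 10x imaging of fixed Hoechst-stained cells | Evaluation: Per-cell GR-EGFP intensity, nucleus versus surrounding cytoplasmic ring, well-averaged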
Ins promoter up – MIN6 insulin promoter up-regulation | MIN6 insulin promoter-GFP reporter, high-content imaging; hits give high values | z-score at 5 µM | hit rate 0.3% among 190,000 | AID 1625;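 active means z-score above 3 at 5 µM with at least 500 cells counted in the well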
CSM14.1 death rescue – protection against thapsigargin-triggered cell killing – 384-well, CSM14.1, ATP luminescence, primary screen (AID 1222). CSM14.1 thapsigargin-induced death rescue, ATP luminescence; higher % means a stronger effect. cellular ATP content (survival), % at 20 µM, or EC50 in µM where a hit was titrated. 190,000 tested, under 10 active;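 active means EC50 below 50 µM in the dose-response confirmation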;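 further: death triggered by thapsigargin at about 15 µM added after 2 h compound pretreatment; cell ATP read after overnight thapsigargin exposure of roughly 18 to 22 hours; normalized against plate controls of thapsigargin alone and 5% DMSO vehicle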
Autophagy HCS – modulators of autophagy. calls only at 10 µM (by protocol). hit rate 0.98% among 190,000. MEF GFP-LC3 puncta imaging; test concentration mostly 10 µM;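 active means percentage of spot-positive cells more than 3 SD above its plate mean, without a fluorescence outlier flag or 80% toxicity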;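 further: spot-positive cell cutoff set from DMSO-treated cells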
Dynein transport cytoplasmic EGFP – also measured in Dynein transport; calls as there; z-score; measured here: cytoplasmic GR-EGFP intensity; hits give high values
Dynein transport nuclear GR-EGFP – further read-out of Dynein transport, marked with its call; z-score; measured here: nuclear GR-EGFP intensity;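 lower value marks the stronger effect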
Dynein transport cell count – further read-out of Dynein transport, marked with its call; z-score; measured here: cell count per field
Ins promoter up cell count – further read-out of Ins promoter up, marked with its call; cell count; measured here: cytotoxicity, nuclei count;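 total cells summed across four imaged fields per well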
Hep lipid drop cells 6.5 µM – further read-out of Hep lipid drop, marked with its call; cell count; measured here: cell count, cytotoxicity flag;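 cells counted across two imaged fields per well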
bCat nuc transl cell count 5 µM – further read-out of bCat nuc transl, marked with its call; cell count; measured here: cell count, cytotoxicity flag
T cell modulator vesicle-bound % – further read-out of T cell modulator, marked with its call; double positive events, %; measured here: CD8+ vesicle-bound cell fraction;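 binding gate set so that unloaded-vesicle control wells show 10% double positive cells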
MT stabilize HCS Hoechst-high % – second read-out of MT stabilize HCS, no call of its own (marks repeat the call); % Hoechst-high responders; measured here: nuclear condensation Hoechst responders;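 share of cells brighter than vehicle mean plus two SD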
MT stabilize HCS cytotoxicity % – further read-out of MT stabilize HCS, marked with its call; toxicity, %; measured here: cytotoxicity by cell density;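 0% = mean cell density of plate MIN control wells and 100% = no cells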
Autophagy HCS cell loss 18 h – also measured in Autophagy HCS; calls as there; toxicity, %; measured here: cell loss, nuclei count;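 cell loss after 18 h compound exposure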
* marks the source's active call; other numbers are inactive results; i = inactive; . = no result given.

SMILES	Salmonella PhoP GFP	MT stabilize HCS	MT stabilize HCS Hoechst-high %	MT stabilize HCS cytotoxicity %	Hep lipid drop	Hep lipid drop cells 6.5 µM	bCat nuc transl	bCat nuc transl cell count 5 µM	T cell modulator	T cell modulator vesicle-bound %	Dynein transport	Dynein transport cytoplasmic EGFP	Dynein transport nuclear GR-EGFP	Dynein transport cell count	Ins promoter up	Ins promoter up cell count	CSM14.1 death rescue	Autophagy HCS	Autophagy HCS cell loss 18 h
Cc1csc(NC(=O)c2ccccc2[N+](=O)[O-])n1	11%	1.5	1.6	9.6	.	.	.	.	i	53	-0.83	-0.26	-0.29	3	-0.89	847	2.2%	i	-20
C=C1SC(=Nc2c(C)cccc2Cl)N(C(=O)c2sc3ccccc3c2Cl)C12CCCCC2	1%	.	.	.	-11	395	-1.6	1111	i	40	0.58	-0.27	-0.064	-0.26	-0.51	1477	.	.	.
CC(=O)NNC(=O)CCn1c2c(c3ccccc31)CCCC2	-2%	.	.	.	-8	641	0.1	1306	i	42	-0.14	-0.23	0.52	0.65	0.49	1076	.	.	.
COc1ccc(Cc2n[nH]c(=S)n2N)cc1OC	8%	1.5	2.2	8.5	-1	659	-0.2	1642	i	31	-0.66	-0.21	-0.53	-0.083	.	.	-0.3%	i	-6
CC(C)OCCCN(CC(O)c1ccccc1)CC(O)c1ccccc1 (stereo unspecified)	-4%	2.7	2.7	7.8	-25	644	-1.0	956	i	24	2	-0.2	1	-1.6	-0.09	1269	-2.6%	i	7
Clc1ccc(-c2n[nH]c3c2CCC3)c(Cl)c1	8%	2.8	2.4	5.4	.	.	-1.7	1056	i	53	-0.48	-0.2	0.59	0.33	0.73	1415	1.4%	i	-3
N#C/C(=C(/O)c1ccc([N+](=O)[O-])s1)c1nc2ccccc2[nH]1	-5%	.	.	.	-20	661	-1.2	1043	i	27	0.0041	-0.22	-0.093	0.4	-1.3	1110	.	.	.
Cc1ccccc1C(=O)N/N=C/c1ccsc1C	-19%	3.2	2.7	7.0	1	711	-1.4	552	i	36	3.4	-0.23	1.1	-0.91	-0.36	1323	-5.4%	i	-9
N#Cc1cc2c(ccc3ccccc32)oc1=O	-7%	1.8	1.7	7.0	-2	705	-0.6	1092	i	61	-0.71	-0.33	-0.44	0.24	1.4	996	-1.7%	i	6
CCOc1ccc2nc(NC(=O)CSc3nc4c(c(=O)n(C)c(=O)n4C)n3C(C)C)sc2c1	2%	3.3	2.4	9.2	.	.	-3.9	913	i	38	-0.51	-0.17	0.22	0.19	1.5	1182	-0.4%	i	-5
O=S(=O)(NCc1ccccn1)c1cccc2nsnc12	-7%	2.7	1.4	3.3	-1	786	.	.	i	51	-1.1	-0.24	-0.27	0.82	-0.05	940	0.8%	i	-8
Cc1ccc(NC(=O)COC(=O)CCc2c[nH]c(=O)[nH]2)cc1	-3%	2.7	0.3	25	5	725	.	.	i	30	0.12	-0.26	0.23	1.9	-0.58	1423	-1.8%	i	2
CCn1c(N2CCN(S(=O)(=O)c3ccccc3C(F)(F)F)CC2)nc2ccccc21	2%	3.7	4.1	8.9	.	.	1.3	1147	i	58	0.29	0.0056	0.51	0.42	-2.1	1018	1.4%	i	5
Cc1c(NC(=O)c2cccnc2C(=O)O)cccc1C(=O)O	-9%	1.9	2.6	4.9	-1	561	3.7	461	i	46	-0.39	-0.22	-0.24	0.63	0.17	1333	-0.3%	i	-11
CC1(C(=O)N2CC3(CC(c4cccc(NC(=O)CC(c5ccccc5)c5ccccc5)c4)=NO3)C[C@@H]2C(N)=O)CC1 (stereo partly specified)	3%	.	.	.	.	.	0.4	1062	i	28	0.98	-0.74	0.63	-0.49	0.71	574	.	.	.
COc1ccc(C2/C(=C(/O)c3ccc4c(c3)CC(C)O4)C(=O)C(=O)N2CCN2CCOCC2)cc1 (stereo unspecified)	-5%	5.0	2.6	6.7	.	.	4.1	1383	i	33	-0.16	-0.28	0.14	-0.12	-0.41	1345	-0.6%	i	-2
N/C(=N/O)c1ccccc1N1CCC(Cc2ccccc2)CC1	2%	4.8	1.8	9.6	15	690	1.7	1028	i	60	-0.57	-0.0058	-0.24	1.2	0.05	869	0.2%	i	15
CC1(C)Cc2cccc(OCC(=O)N3CCN(S(=O)(=O)c4ccccc4F)CC3)c2O1	15%	3.9	1.5	9.1	.	.	4.9	560	i	30	3.1	-0.15	1.7	-1.8	0.29	1094	-1.6%	i	1
CCC(CC)=NNc1cccc([N+](=O)[O-])c1	13%	2.4	3.2	8.8	7	682	-0.4	1036	i	27	-0.58	-0.27	-0.48	0.54	1.4	1452	-2.5%	i	20
CC(C)OC(=O)COc1ccc(-c2ccccc2)cc1	6%	0.3	1.1	14	.	.	.	.	i	39	0.17	-0.36	-0.22	0.42	-0.19	937	-1.9%	i	3
CCOc1ccc(C)cc1S(=O)(=O)Nc1cccnc1	.	2.3	2.7	10	.	.	.	.	i	34	0.55	-0.0025	0.78	0.41	.	.	.	i	8
CC1(C)CC(N(Cc2ccco2)C(=O)Cc2ccccc2)CCO1 (stereo unspecified)	0%	3.1	2.1	2.5	.	.	-2.1	918	i	39	-0.48	-0.29	-0.85	-0.0049	-0.17	1449	0.5%	i	13
CN(C)c1ccc(C(=S)N2CCN(c3ccccc3)CC2)cc1	2%	5.7	3.6	4.7	.	.	-2.9	1038	i	16	0.34	-0.17	0.45	-0.57	-0.94	1023	2.1%	i	1
CC1=NN(c2nc(-c3ccc(F)cc3)cs2)C(=O)C1	-1%	2.7	1.0	5.9	.	.	.	.	i	13	-0.81	-0.17	-0.91	0.089	.	.	-2.2%	i	-5
CN(Cc1cccnc1)Cc1cn[nH]c1-c1ccc(-c2ccccc2)cc1	-5%	.	.	.	2	831	0.5	1350	i	26	-0.82	-0.3	-0.38	0.89	-0.32	1021	.	.	.
COc1ccc2nc(C)c(C(=O)NN)cc2c1	-4%	2.5	3.6	4.6	6	766	.	.	i	34	-1.1	-0.3	-0.74	1.1	0.2	1271	-5.3%	i	-6
O=C(COc1ccc(Cl)cc1Cl)NN1C(=O)C2C3C=CC(C3)C2C1=O (stereo unspecified)	1%	.	.	.	9	687	0.9	1248	i	27	-0.44	-0.23	0.12	0.38	-0.23	1000	.	.	.
S=c1nn[nH]n1C12CC3CC(CC(C3)C1)C2	-27%	1.2	0.6	7.0	-2	762	-2.9	1232	i	30	0.44	-0.4	0.27	0.41	-0.79	901	1.8%	i	6
C[C@H](NC(=O)NCCc1ccccc1)C(=O)O	-1%	2.0	2.2	18	.	.	1.3	1126	i	57	-0.87	0.04	-0.15	2.1	1.8	1216	-2.0%	i	4

Five entries out of the list, sorted by SMILES length, highest first:
SMILES	Salmonella PhoP GFP	MT stabilize HCS	MT stabilize HCS Hoechst-high %	MT stabilize HCS cytotoxicity %	Hep lipid drop	Hep lipid drop cells 6.5 µM	bCat nuc transl	bCat nuc transl cell count 5 µM	T cell modulator	T cell modulator vesicle-bound %	Dynein transport	Dynein transport cytoplasmic EGFP	Dynein transport nuclear GR-EGFP	Dynein transport cell count	Ins promoter up	Ins promoter up cell count	CSM14.1 death rescue	Autophagy HCS	Autophagy HCS cell loss 18 h
CC1(C(=O)N2CC3(CC(c4cccc(NC(=O)CC(c5ccccc5)c5ccccc5)c4)=NO3)C[C@@H]2C(N)=O)CC1 (stereo partly specified)	3%	.	.	.	.	.	0.4	1062	i	28	0.98	-0.74	0.63	-0.49	0.71	574	.	.	.
CCn1c(N2CCN(S(=O)(=O)c3ccccc3C(F)(F)F)CC2)nc2ccccc21	2%	3.7	4.1	8.9	.	.	1.3	1147	i	58	0.29	0.0056	0.51	0.42	-2.1	1018	1.4%	i	5
Cc1csc(NC(=O)c2ccccc2[N+](=O)[O-])n1	11%	1.5	1.6	9.6	.	.	.	.	i	53	-0.83	-0.26	-0.29	3	-0.89	847	2.2%	i	-20
COc1ccc(Cc2n[nH]c(=S)n2N)cc1OC	8%	1.5	2.2	8.5	-1	659	-0.2	1642	i	31	-0.66	-0.21	-0.53	-0.083	.	.	-0.3%	i	-6
Cc1ccccc1C(=O)N/N=C/c1ccsc1C	-19%	3.2	2.7	7.0	1	711	-1.4	552	i	36	3.4	-0.23	1.1	-0.91	-0.36	1323	-5.4%	i	-9
